# Source: PubChem (National Center for Advancing Translational Sciences (NCATS))
# KAT2A inh: qHTS Assay for Inhibitors of GCN5L2 | actives 0.21% (n = 390,000) | Potency, µM (top dose mostly 58.9 µM), for inactives: at the top dose activity change, negative = inhibition, usual class: inhibitors | GCN5L2 HAT assay, ThioGlo1 CoA-SH fluorescence | AID 504327, 2011
# Target sequence (Q92830 whole entry, looked up): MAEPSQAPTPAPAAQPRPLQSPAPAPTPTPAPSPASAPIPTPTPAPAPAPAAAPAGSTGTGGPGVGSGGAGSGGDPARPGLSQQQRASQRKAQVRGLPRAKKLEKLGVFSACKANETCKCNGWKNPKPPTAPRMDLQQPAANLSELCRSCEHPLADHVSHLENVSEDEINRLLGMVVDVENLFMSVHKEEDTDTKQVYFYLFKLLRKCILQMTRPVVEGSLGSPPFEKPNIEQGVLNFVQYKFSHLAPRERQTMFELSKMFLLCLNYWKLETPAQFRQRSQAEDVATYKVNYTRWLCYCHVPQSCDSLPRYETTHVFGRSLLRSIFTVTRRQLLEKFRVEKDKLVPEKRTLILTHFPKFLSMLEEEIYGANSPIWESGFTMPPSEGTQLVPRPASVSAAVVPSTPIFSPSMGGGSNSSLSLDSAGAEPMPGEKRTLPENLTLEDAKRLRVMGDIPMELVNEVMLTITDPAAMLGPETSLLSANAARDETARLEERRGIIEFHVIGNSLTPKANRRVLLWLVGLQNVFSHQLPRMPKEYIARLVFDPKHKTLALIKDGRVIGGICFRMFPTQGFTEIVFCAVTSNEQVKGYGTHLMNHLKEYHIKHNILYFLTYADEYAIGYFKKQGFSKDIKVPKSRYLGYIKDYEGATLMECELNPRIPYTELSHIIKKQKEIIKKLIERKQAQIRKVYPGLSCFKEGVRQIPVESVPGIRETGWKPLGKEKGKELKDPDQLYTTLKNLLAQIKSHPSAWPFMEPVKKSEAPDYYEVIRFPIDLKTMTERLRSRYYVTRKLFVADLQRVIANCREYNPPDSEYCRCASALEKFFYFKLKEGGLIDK
#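 ThioGlo1-coupled HAT assay: 20nM GCN5L2, 70uM acetyl-CoA, 75uM H3(1-25) peptide, pH 7.5. Fluorescence read at 340/540nm at start and after 20 min at room temperature.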
# DT40 TDP1 CPT: qHTS for Inhibitors of human tyrosyl-DNA phosphodiesterase 1 (TDP1): qHTS in cells in presence of CPT; chicken DT40 Tdp1-/-;hTDP1 cells + 20 nM CPT, ATP luminescence, 48 h; Potency, µM (titrated, usually from 46.2 µM), without a hit: top-dose activity change, negative = growth inhibition, usual class: inhibitors; actives 12% (n = 420,000); AID 686979, 2013; note: nearly all actives have a fitted effect of over 55% in size
#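 Cell growth measured by CellTiter-Glo luminescence after a minimum 48 h, 37 C compound exposure with 20 nM CPT in Tdp1-knockout DT40 cells stably expressing hTDP1, seeded 400/well; qHTS titration format.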
# TDP1 cell noCPT: qHTS for Inhibitors of human tyrosyl-DNA phosphodiesterase 1 (TDP1): qHTS in cells in absence of CPT | actives 15% (n = 420,000) | DT40 Tdp1-/- hTDP1 cells, no CPT, ATP luminescence, 48 h | AID 686978, 2013 | Potency, µM (series often up to 46.2 µM), for the others: at the top dose activity change, negative = growth inhibition, hits mostly inhibitors; note: nearly all actives have a fitted effect of over 55% in size
#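 Chicken DT40 Tdp1-/- cells complemented with human TDP1, screened without camptothecin (DMSO vehicle only), 400 cells/well. Compounds pin-transferred, cells incubated at 37 °C for at least 48 hr. Growth read as ATP-dependent luminescence (CellTiter-Glo, 30 min at RT).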
# Numbers without * were called inactive; ? = inconclusive; . = no result given; [ ] = remark or other dose. Calls come from the whole dose curve; as a rule, active = well fitted curve in the direction sought with a large enough effect; inconclusive = small, poorly fitted or top-dose-only effect, or another doubt; inactive = no such curve, though single readings can be large; an effect the other way counts as inactive or inconclusive. % is set by controls: 0 for no effect and ±100 for the full control effect; potency is the fitted concentration of half-maximal effect. Some of the compounds tested (hit frequency here may not be typical).
SMILES,KAT2A inh,DT40 TDP1 CPT,TDP1 cell noCPT
COc1ccc(-n2nc(C(=O)N3CCC(N4CCCCC4)CC3)c3c4ccccc4n(C)c3c2=O)cc1,-2%,?,?
COc1ccc(/C=N/NC(=O)CN2CCCC2)cc1,-3%,-7%,-16%
O=C(COc1ccc2ccc(=O)oc2c1)Nc1nccs1,-1%,-5%,-23%
CCOC(=O)c1ccc(N/C=C/C(=O)c2ccc(OC)cc2)cc1,-5%,-4%,-9%
CCCCC(=O)N/N=C/c1sccc1C,-3%,31%[activator],-1%
O=C(O)c1cc(Cl)c(Cl)cc1C(=O)NCc1ccco1,-6%,-2%,-33%
CCC(C)(C)NC(=O)c1ccc2c(c1)S(=O)(=O)c1ccccc1C2=O,.,-98%,-88%
Cc1ccc(C)c(NC(=O)CCNS(=O)(=O)c2ccc3[nH]c(=O)oc3c2)c1,-18%,7%,2%
O=C(NOC(=O)c1c(F)cccc1Cl)c1ccc(Cl)c(Cl)c1,10%,10%,2%
CC(C)OCCCNC(=O)c1c(N)n(/N=C/c2ccccn2)c2nc3ccccc3nc12,2%,?,23µM*
COc1ccc(C=NNC(=O)CCCC(=O)NN=Cc2ccc(OC)c(OC)c2)cc1OC,.,?,-29%
CC(C)Cn1c(=O)c(-[n+]2ccccc2)c([O-])c2ccccc21,-2%,-12%,-11%
CCCCCn1c(CNC(=O)c2cccs2)nc2ccccc21,-4%,?,?
NC(=O)c1cc(-c2cccnc2)nc2ccc(Br)cc12,-2%,-20%,-14%
CCC(C)(NC(=O)CNC(C)=O)C(=O)NC1CCCCC1 (centres undefined),-10%,-11%,7%
Cc1occc1C(=O)N(C)CC1CCCN(CCc2ccc(Cl)cc2)C1 (centres undefined),.,?,21µM*
Cc1cccc(OCC(=O)O/N=C(\N)Cc2ccc([N+](=O)[O-])cc2)c1,-18%,-8%,-4%
COc1ccc2c(c1)SCCC2=O,1%,9%,4%
CCOC(=O)CCCCCCCCCCCCC1C=CCC1 (centres undefined),-12%,1%,12%
COc1ccc(CNc2oc(COc3cccc(C)c3)nc2C#N)cc1,-9%,4.1µM*,?
CCCN1CC(=O)N2C(c3cccc(OC)c3OC)c3[nH]c4ccccc4c3C[C@H]2C1=O (some centres undefined),13%,?,?
CCN1C(=O)c2cccc3c(N)ccc1c23,-3%,12µM*,?
COc1ccc(OC)c(NC(=O)NCCN2CCN(c3ccccc3)CC2)c1,2%,?,14%
Cc1ccsc1C(=O)N1CCC1(C)C(=O)NS(=O)(=O)c1ccccc1 (centres undefined),.,-8%,8%
COc1ccc(CNC2CCN(Cc3ccccc3)CC2)cc1,-4%,?,?
CC(C)OP(=O)(c1ccc(N(C)C)cc1)C(O)c1ccc(Br)cc1 (centres undefined),-10%,5%,-27%
O=C(COc1ccc(F)cc1)Nc1ccccc1C(=O)OCc1cc(=O)n2ccsc2n1,29%,-4%,-16%
O=C(Nc1cccc(NC(=O)c2ccc(-c3ccc(Br)cc3)o2)c1)c1ccco1,1%,?,13µM*
C(CCc1nn[nH]n1)CCC1CCCCC1,.,7%,12%
COc1ccc(C(=O)Oc2ccc(C(c3c(C)[nH][nH]c3=O)c3c(C)[nH][nH]c3=O)cc2)cc1,1%,-10%,-15%

# Sorted by heavy-atom count (smallest number first): 13 of the compounds above
SMILES,KAT2A inh,DT40 TDP1 CPT,TDP1 cell noCPT
COc1ccc2c(c1)SCCC2=O,1%,9%,4%
C(CCc1nn[nH]n1)CCC1CCCCC1,.,7%,12%
NC(=O)c1cc(-c2cccnc2)nc2ccc(Br)cc12,-2%,-20%,-14%
CCC(C)(NC(=O)CNC(C)=O)C(=O)NC1CCCCC1 (centres undefined),-10%,-11%,7%
CCOC(=O)CCCCCCCCCCCCC1C=CCC1 (centres undefined),-12%,1%,12%
COc1ccc(CNC2CCN(Cc3ccccc3)CC2)cc1,-4%,?,?
CC(C)OP(=O)(c1ccc(N(C)C)cc1)C(O)c1ccc(Br)cc1 (centres undefined),-10%,5%,-27%
Cc1ccsc1C(=O)N1CCC1(C)C(=O)NS(=O)(=O)c1ccccc1 (centres undefined),.,-8%,8%
COc1ccc(CNc2oc(COc3cccc(C)c3)nc2C#N)cc1,-9%,4.1µM*,?
COc1ccc(OC)c(NC(=O)NCCN2CCN(c3ccccc3)CC2)c1,2%,?,14%
O=C(Nc1cccc(NC(=O)c2ccc(-c3ccc(Br)cc3)o2)c1)c1ccco1,1%,?,13µM*
COc1ccc(C(=O)Oc2ccc(C(c3c(C)[nH][nH]c3=O)c3c(C)[nH][nH]c3=O)cc2)cc1,1%,-10%,-15%
COc1ccc(C=NNC(=O)CCCC(=O)NN=Cc2ccc(OC)c(OC)c2)cc1OC,.,?,-29%

# (next part)
SMILES,KAT2A inh,DT40 TDP1 CPT,TDP1 cell noCPT
c1ccc(Cc2nnc3sc(-c4ccncc4)nn23)cc1,-1%,-15%,?
COCCn1c(=NC(=O)c2nc3ccccc3s2)sc2cc(S(C)(=O)=O)ccc21,12%,?,?
Clc1ccsc1-c1ccc2ccccc2n1,-1%,4%,-9%
COc1ccc(-c2cc(C(F)(F)F)nc(NCc3ccccc3)n2)cc1OC,-11%,?,21µM*
N#C/C(=C\c1cccnc1)C(=O)Nc1ccc(S(N)(=O)=O)cc1,-3%,-24%,23%
Fc1ccc2ncc3c(-c4ccccc4)n[nH]c3c2c1,-11%,-4%,-15%
CCN1CCN(Cc2c(O)ccc3oc(C)c(C(=O)Nc4ccc(C)cc4C)c23)CC1,-3%,?,?
CC(=O)Nc1cccc(C(=O)NNC(=O)c2n[nH]c(=O)c3ccccc23)c1,2%,1%,-22%
Cn1nc(C(=O)Nc2ccc(F)c(Cl)c2)c2c1-c1ccccc1S(=O)(=O)C2,-7%,-16%,-13%
Cc1ccc(C)c(CN2C(=O)c3ccccc3S(=O)(=O)c3ccc(C(=O)NCCC4=CCCCC4)cc32)c1,-5%,?,?
O=C(Nc1ccc(C(=O)OC2CCCCC2)cc1)c1ccncc1,-6%,?,?
Cc1cc(=O)oc2cc(NC(=O)C(C)N3C(=O)C4CCCCC4C3=O)ccc12 (centres undefined),-1%,1%,-18%
CN(C)c1ccc(CNC(=O)C2(C)Cc3c(-c4cccc(C(N)=O)c4)ccnc3O2)cc1 (centres undefined),.,15µM*,?
CCCN1C(=O)c2ccccc2NC1c1ccc(OC)cc1OC (centres undefined),-5%,0%,-10%
CC(=O)N1CCN(S(=O)(=O)c2cccc(C(=O)NNC(=O)COc3ccc(F)cc3)c2)CC1,-2%,-1%,-3%
Cc1cc(Cl)ccc1NC(=S)NC(C)(C)C,-2%,-25%,-15%
Cc1ccc(C(=O)CSc2ccc(-c3cccnc3)nn2)cc1,-2%,-27%,?
O=c1[nH]c(SCc2cccc(Cl)c2)nc2ccccc12,-5%,?,-2%
COc1ccc(C(C)=O)cc1CN1C(=O)C(C)ON=C1c1cccc(C(F)(F)F)c1 (centres undefined),.,?,16µM*
COc1ccc(N2CCN(C(=O)NC(=O)c3ccc(Cl)cc3)CC2)cc1,-1%,?,22%
CCOC(=O)c1c(N2C(=O)Nc3ccccc3N2O)n[nH]c1-c1cccc(Cl)c1,-1%,46%[activator],10%
COc1ccc(C(=O)N2CCC3(CC2)CCN(c2ccccc2)CC3)cc1,-9%,?,?
CCCNC(=O)C1(C)CCCN(C(=O)c2cc3ccccc3s2)C1 (centres undefined),.,-18%,-28%
Cc1cc(C)cc(NC(=S)NCc2cccs2)c1,-1%,15µM*,?
Cn1ccc(NC(=O)c2ccc(Cl)cc2)n1,2%,3%,22%
COc1cccc(NC(=O)c2cccc(S(=O)(=O)N3CCN(Cc4ccccc4)CC3)c2)c1,-21%,?,?
COc1ccc(CNS(=O)(=O)c2cc3c(cc2C)n(C)c(=O)c(=O)n3C)cc1,-11%,-3%,-27%
CCOc1cc(C(=O)N2CCN(C/C=C/c3ccccc3)CC2)cc(OCC)c1OCC,-5%,?,?
COc1ccc(-c2cc(=O)oc3cc(OCC(=O)NCC4CCC(C(=O)O)CC4)ccc23)cc1 (centres undefined),-6%,2%,-1%
CN(C)Cc1c(C(=O)N/N=C/c2ccccc2OCc2c(F)cccc2Cl)nnn1-c1nonc1N,-8%,4.1µM*,5.2µM*
O=C1OCCN1N1CCOC1=O,.,2%,10%
Cc1ccccc1OC1(C)CCN(Cc2ccc(-c3ccccn3)cc2)C1 (centres undefined),.,?,?
O=S(=O)(Nc1ccncc1Cl)c1cc(Cl)ccc1Cl,-1%,-5%,-6%
CC(=O)Nc1cccc(N2C(=O)CCC2=O)c1,-1%,-9%,-27%
OC[C@H]1O[C@H](OC[C@H]2O[C@H](OC[C@H]3O[C@H](O[C@]4(CO)O[C@H](CO)[C@@H](O)[C@@H]4O)[C@H](O)[C@@H](O)[C@@H]3O)[C@H](O)[C@@H](O)[C@H]2O)[C@H](O)[C@@H](O)[C@H]1O,1%,9%,4%
CCOC(=O)c1c(C)nc2sc3c(=O)n(-c4ccc(C(C)=O)cc4)cnc3c2c1-c1ccc(OC)cc1,0%,-113%,16µM*
CCOC(=O)CNC(=S)N(CCCN1CCN(C)CC1)Cc1cccs1,-3%,-3%,-20%
CCN(CC)C(=O)Cc1cc(C(=O)O)c2ccccc2n1,-13%,-4%,-2%
Cc1cc(NC(=O)C2CCN(C(=O)c3ccco3)CC2)ccc1Br,3%,?,?
O=C(O)c1ccc(N/N=C/C=C/c2ccccc2[N+](=O)[O-])cc1,-17%,-29%,?
O=C(N/N=C/c1ccc(-c2cccc([N+](=O)[O-])c2)o1)c1cccs1,-10%,22%,-25%
COCCN(C(=O)COC(=O)c1cc(C)n(-c2ccccc2)c1C)c1c(N)n(Cc2ccccc2)c(=O)[nH]c1=O,-4%,3%,?
O=C(Nc1ccc(F)c(Cl)c1)c1ccccc1NC(=O)C1CCCCC1C(=O)O (centres undefined),.,?,?
CN(C)C(=O)N1CCC(C(=O)NCC2CCCO2)CC1 (centres undefined),0%,-1%,7%
O=[N+]([O-])c1cccc(-c2nnc3cccc(Cl)n23)c1,-1%,8%,-20%
CC(C(=O)O/N=C(\N)c1cccnc1)c1ccc([N+](=O)[O-])cc1 (centres undefined),1%,5%,-24%
COc1ccc(CCN2CCCn3c2nc2c3c(=O)[nH]c(=O)n2C)cc1OC,-4%,26µM*,7.3µM*
O=C(Nc1nnc(-c2ccccn2)o1)c1cccc(Br)c1,-3%,21µM*,?
CN(C)CCNC(=O)c1ccc(-n2c(-c3ccccc3)cc3c2CCCC3)cc1,-3%,?,16µM*
COc1cc(/C=C/c2ccc3cccc(O)c3n2)cc(Cl)c1OC,-4%,4.1µM*,4.1µM*
CC(C)(C)NC(=O)CN(C(=O)C(=O)Nc1ccc2c(c1)OCCO2)N1CCOCC1,-5%,-2%,-3%
COC(=O)c1cccc(-n2c(C)cc(C=O)c2C)c1C,2%,-21%,?
COc1ccccc1N(CC(=O)Nc1ccccc1)S(=O)(=O)c1cccs1,-2%,-23%,?
COc1ccc(-c2cc(C(F)F)n3ncc(C(=O)n4ccnc4C)c3n2)cc1,-25%,15µM*,18µM*
CCCCn1c(C)cc2cc(O)ccc21,2%,-2%,?
CC(C)NC(=O)/C(C#N)=C\c1ccc(N(C)C)o1,-4%,4%,2%
Cc1nnc(NC(=O)C2CCN(C(=O)c3ccco3)CC2)s1,1%,8%,1%
O=C(Cc1ccc([N+](=O)[O-])cc1)N1N=C(c2ccncc2)CC1(O)C(F)(F)F (centres undefined),0%,21µM*,?
COc1ccccc1OCCC(=O)OCC(=O)Nc1ccc(Br)cc1F,-6%,-1%,7%
O=C(CCS(=O)(=O)c1cccs1)N1CCCC1,-7%,5%,-1%
Cc1nc2ccc(NC(=O)c3cccnc3)cc2s1,-8%,0%,-8%
CCn1cc([N+](=O)[O-])c(C(=O)Nc2ccc(Br)cn2)n1,-14%,-13%,-4%

# Record cards, as listed above. Order of values: KAT2A inh | DT40 TDP1 CPT | TDP1 cell noCPT
# Profile of `Cc1nnc(NC(=O)C2CCN(C(=O)c3ccco3)CC2)s1` → 1% | 8% | 1%
# Profile of `CN(C)CCNC(=O)c1ccc(-n2c(-c3ccccc3)cc3c2CCCC3)cc1` → -3% | ? | 16µM*
